Mac1 fbg enh – enhancers of human CD11b/CD18 binding to fibrinogen; K562 CD11b/CD18 adhesion to fibrinogen, ATPlite luminescence; activation, % at 10 µM; hit rate 0.07% among 93,000;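 active = 10 µM primary screen giving 50% or more activity, confirmed by 40% or more on retest at that dose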; note: strong numbers were not always called active
Plk1 PBD FP – blocks phosphopeptide binding to human Plk1 polo box domain; P53350; Plk1 PBD phosphopeptide binding, fluorescence polarization; inhibition, %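 (tested at about 20 µM)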; hit rate 0.13% among 97,000; AID 693; in the data active = inhibition above about 34%, passing the limit was not always enough
FAK blocker – inhibitors of human focal adhesion kinase. Q05397. biochemical FAK kinase activity assay. inhibition, %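 (tested at 7 µM)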. hit rate 0.84% among 97,000; in the data active = inhibition above about 19%;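 note: 0% = DMSO and 100% = reference compound high control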
ERb coact inh – ER-beta (human) coactivator binding inhibition; TR-FRET ER-beta LBD / SRC1-Cy5 peptide binding; receptor agonist-loaded with 1 µM estradiol; inhibition, % at 25.6 µM; hit rate 1.3% among 86,000;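 active = compounds whose percent inhibition of the receptor-coactivator binding signal exceeds about 50% in the single-dose screen, limit read from the data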;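 note: 0% = receptor plus peptide wells without compound and 100% = peptide-only wells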
Target sequence (Q92731 whole entry, looked up, the tested form may be a part): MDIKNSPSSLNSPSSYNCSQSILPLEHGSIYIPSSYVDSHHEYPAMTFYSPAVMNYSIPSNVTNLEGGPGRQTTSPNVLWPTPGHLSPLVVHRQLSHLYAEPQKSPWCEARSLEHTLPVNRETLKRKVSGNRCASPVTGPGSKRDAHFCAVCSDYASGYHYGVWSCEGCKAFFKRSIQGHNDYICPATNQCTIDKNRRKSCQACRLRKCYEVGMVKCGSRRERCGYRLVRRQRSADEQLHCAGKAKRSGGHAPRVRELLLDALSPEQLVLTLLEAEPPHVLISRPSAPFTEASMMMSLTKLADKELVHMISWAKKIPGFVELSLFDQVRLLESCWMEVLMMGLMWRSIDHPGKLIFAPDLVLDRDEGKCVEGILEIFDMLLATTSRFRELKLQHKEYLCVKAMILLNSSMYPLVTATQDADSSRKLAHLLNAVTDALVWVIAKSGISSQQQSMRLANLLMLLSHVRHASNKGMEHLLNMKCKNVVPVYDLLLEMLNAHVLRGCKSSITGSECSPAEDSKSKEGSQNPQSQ
ERa SRC1 inh – blocks coactivator binding to human estrogen receptor alpha; TR-FRET ER-alpha LBD / SRC-1 peptide, estradiol-bound; AID 629; inhibition, % at 25.6 µM; hit rate 1.7% among 86,000; P03372; in the data active = inhibition above about 50%;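 note: 0% = receptor plus peptide control and 100% = peptide only without receptor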
PLK1 inh – inhibitors of human PLK1 kinase | recombinant PLK1 kinase, TR-FRET peptide phosphorylation | inhibition, % at 10 µM | hit rate 0.53% among 97,000;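 active = inhibition of 50% or more in the single-concentration screen; inactive = inhibition below 50%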;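 note: 0% = DMSO max control and 100% = H-89 dihydrochloride min control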
Mac1 fbg inh – CD11b/CD18-fibrinogen binding inhibition. P05107+P11215. K562 CD11b/CD18 adhesion to fibrinogen, ATPlite luminescence; Mn2+ added to activate the integrin. inhibition, % at 10 µM. hit rate 0.54% among 93,000;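 active = primary inhibition of 50% or more at 10 µM, then 40% or more on retest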; note: some results filed as inactive read as strong as hits
ERa coact pot – ER-alpha (human) coactivator binding potentiation; P03372; TR-FRET ERalpha-LBD/SRC-Cy5 coactivator binding, 2 h; 100 = basal binding, no effect; coactivator binding (% of control), % at 25.6 µM; hit rate 1.3% among 86,000; in the data active = activity above about 200%;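 note: binding measured in presence of low estradiol as agonist stimulus; 0% = peptide alone without receptor and 100% = receptor with peptide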
HIV Rev-RRE inh – inhibitors of HIV-1 Rev-RRE RNA interaction | inhibition, % at 8 µM | Rev peptide-RRE RNA binding, FRET | P05866 | AID 704 | hit rate 0.79% among 97,000;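 active = inhibition above the screen-wide mean plus 3 SD, cut at about 35% in these data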;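 note: 0% = median DMSO wells and 100% = median Neomycin B control wells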
Target sequence (P05866 whole entry, looked up): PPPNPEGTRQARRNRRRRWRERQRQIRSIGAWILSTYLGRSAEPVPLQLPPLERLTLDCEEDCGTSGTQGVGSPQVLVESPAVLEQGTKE
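System: Cy5-labelled duplex RRE RNA binding fluorescein-labelled HIV Rev peptide; Signal: fluorescein-to-Cy5 FRET, 480 nm excitation; Also added: labelled Rev peptide; Compound: one concentration, 8 µM nominal; Buffer or medium: HEPES pH 7.5 salt buffer with EDTA; Read-out: % inhibition of FRET ratio versus controls; Schedule: 5 min preincubation and 15 min binding, 25 °C.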
Numbers without * were called inactive; . = not tested or not shown; [ ] = remark or other dose.

Mac1 fbg enh	Plk1 PBD FP	FAK blocker	ERb coact inh	ERa SRC1 inh	PLK1 inh	Mac1 fbg inh	ERa coact pot	HIV Rev-RRE inh	SMILES
.	32	-2	-26	-26	-1	.	106	1	CC1CCN(S(=O)(=O)c2ccc3ncn(CC(=O)N(C)Cc4ccccc4)c(=O)c3c2)CC1
4	23	1	20[fluorescence artefact?]	14[fluorescence artefact?]	-7	-18	106	10	COc1ccc(NC(=O)N2CCN(c3cccc(C(F)(F)F)c3)CC2)cc1
-4	23	8	-9	-1	-8	48	94	32	COc1cccc(C2C=C(c3ccc(OC)cc3OC)Nc3nnnn32)c1 (stereo not drawn)
-1	-7	-2	-5	-6	-13	-21	120[fluorescence artefact?]	11	COc1cc2c(OC)cccc2cc1C(=O)O
-3	-4	-1	.	.	-7	1	.	0	CSCCC(NC(=O)c1ccoc1C)C(=O)O (stereo not drawn)
-4	7	3	8	-4	-8	-4	123	17	CCc1ccc(NC(=O)CSC2=C(C#N)C(c3ccco3)C3=C(CCCC3=O)N2)cc1 (stereo not drawn)
.	16	-4	-6[fluorescence artefact?]	1	-10	.	109	2	CN(C)CCCC1(O)c2ccccc2C=Cc2ccccc21
-6	-24	-4	-9[fluorescence artefact?]	-4	-4	1	124[fluorescence artefact?]	-1	CCCS(=O)(=O)N1CCC(C(=O)NCCc2ccc(C)cc2)CC1
-4	6	-1	-25[fluorescence artefact?]	-18	13	2	95	4	S=c1[nH]nc(-c2ccccc2Cl)n1CC1CCCO1 (stereo not drawn)
-5	21	11	.	.	-9	13	.	4	CC(=O)c1ccc(NC2=C(N3CCOCC3)C(=O)c3ccccc3C2=O)cc1
4	-20	3	5	4	-6	48	114	3	CC(C)Oc1cccc(C(=O)Nc2ccc(NC(=O)c3ccco3)cc2)c1
0	11	10	9[fluorescence artefact?]	8	-13	1	80	12	CCOc1ccccc1C1C2C(=O)N(c3ccccc3)C(=O)C2ON1c1ccccc1 (stereo not drawn)
-1	.	.	-1	-1	.	8	121	.	O=C(CCN1C(=O)c2ccccc2C1=O)Nc1ccc(F)cc1F
-3	5	1	-6	-12	9	-3	110	2	Cc1cc(C)nc(N(C#N)CC(=O)Nc2ccccc2)n1
-5	0	1	2[fluorescence artefact?]	-4	-8	-11	107	1	COC(=O)CC(=O)CSc1nc2c(cc1C#N)CCCCC2
-2	-20	-1	1[fluorescence artefact?]	7	-8	6	94	-2	N#CC1=C(N)Oc2n[nH]c(-c3ccccc3)c2C1c1cccc(OC(=O)N2CCOCC2)c1 (stereo not drawn)
6	-30	-1	-3	-12	-14	73	126	-2	CCC(=O)Nc1ccc(N2CCN(Cc3ccccc3)CC2)cc1
-4	3	0	-6	-12	-12	-11	127	-1	Cc1cccc(-n2c(N)cc(=O)nc2SC(C)C(=O)NC2CCCCC2)c1 (stereo not drawn)
2	-26	-2	6	-8	-17	-12	98	4	COC(=O)[C@H](CCSC)NC(=O)Nc1ccc(C(C)C)cc1
-6	15	4	4	-1	-8	66	102	14	Cc1ccc(S(=O)(=O)N(Cc2ccc(F)cc2)Cc2ccco2)cc1
2	-14	-4	-10	26	1	-3	105	2	COc1ccc(N(CC(=O)NCCSC2CCCCC2)S(C)(=O)=O)c(OC)c1
.	20	-4	.	.	-10	.	.	6	Cc1cccc(C)c1NC(=O)C(=O)NCCOc1ccc(Cl)cc1
.	-1	0	-7	-7	-6	.	116	8	O=C(C1CC1)N1CCc2cc(S(=O)(=O)NC3CCN(Cc4ccccc4)CC3)ccc21
.	14	0	-13	2	-6	.	99	10	CCCCSc1ncc(C(=O)OCC)c(N)n1

Given with values under each structure: part of the list above
Each structure is followed by: Mac1 fbg enh, Plk1 PBD FP, FAK blocker, ERb coact inh, ERa SRC1 inh, PLK1 inh, Mac1 fbg inh, ERa coact pot, HIV Rev-RRE inh
O=C(CCN1C(=O)c2ccccc2C1=O)Nc1ccc(F)cc1F
  -1, ., ., -1, -1, ., 8, 121, .
Cc1cc(C)nc(N(C#N)CC(=O)Nc2ccccc2)n1
  -3, 5, 1, -6, -12, 9, -3, 110, 2
COC(=O)CC(=O)CSc1nc2c(cc1C#N)CCCCC2
  -5, 0, 1, 2[fluorescence artefact?], -4, -8, -11, 107, 1
N#CC1=C(N)Oc2n[nH]c(-c3ccccc3)c2C1c1cccc(OC(=O)N2CCOCC2)c1 (stereo not drawn)
  -2, -20, -1, 1[fluorescence artefact?], 7, -8, 6, 94, -2
CCC(=O)Nc1ccc(N2CCN(Cc3ccccc3)CC2)cc1
  6, -30, -1, -3, -12, -14, 73, 126, -2

Carrying on.
Mac1 fbg enh	Plk1 PBD FP	FAK blocker	ERb coact inh	ERa SRC1 inh	PLK1 inh	Mac1 fbg inh	ERa coact pot	HIV Rev-RRE inh	SMILES
-4	5	2	-2	-4	6	7	98	10	Cc1c(C)c2cc(Cl)c(O)c(CN3CCN(C)CC3)c2oc1=O
.	-27	-4	4	-2	-14	.	117	-2	O=C(c1ccc2c(=O)n(Cc3ccco3)c(=S)[nH]c2c1)N1CCN(c2ccccc2)CC1
6	8	3	.	.	-10	0	.	5	CCCCn1nc2cc(C(=O)NC3CCc4ccccc43)ccc2c1OCC (stereo not drawn)
.	-24	0	.	.	-5	.	.	2	Cn1c(CCN2CCCCC2)nc2cc([N+](=O)[O-])ccc21
.	-29	6	-1	-4	-1	.	94	4	COc1ccc(N2C(=O)CSC23CCC(C(C)(C)C)CC3)cc1 (stereo not drawn)
0	24	-2	.	.	20	36	.	5	CN(C)CCCNC(=O)c1ccc(Cl)c(S(=O)(=O)N(C)c2ccccc2)c1
-1	-14	1	-11	-4	-10	7	102	-1	C[C@H](N)c1nnc(SCC(=O)c2ccc(Cl)cc2)o1
.	8	-4	2	-58[fluorescence artefact?]	-4	.	113	4	O=S(NCc1ccco1)C12CC3CC(CC(C3)C1)C2 (stereo not drawn)
-2	20	-1	3	-9	-14	17	101	4	CCOC(=O)c1cc(NC(=O)N2CCCc3ccccc32)c(C)nc1C
-2	44	-3	.	.	-9	-10	.	1	CC(=O)c1ccc(OCC(O)COc2ccc(C(C)=O)cc2)cc1
.	24	-4	3	-4	-26	.	115	-2	COc1ccc(C(=O)N(CN2CCCC2=O)c2ccc(C)cc2)cc1
.	3	-3	.	.	-10	.	.	-2	CCN(CC)S(=O)(=O)c1ccc2c(c1)nc(SCC(=O)N1CCOCC1)n2-c1ccccc1OC
-2	.	.	-28	-23	.	8	96	.	Nc1c(Br)cc(Br)c(N2CCCC2=O)c1Br
-2	21	-9	-10	-5	-17	-19	115	3	CC1CCCN(C(=O)CNC(=O)Cn2ccc3ccccc3c2=O)C1 (stereo not drawn)
-2	1	-5	1	6	-9	-6	97	13	N#Cc1ccc(-c2ccco2)nc1SCc1ccccc1
.	13	0	2	-2	-10	.	115	17	CC(=O)c1cccc(NC(=O)c2ccc(N(Cc3ccccc3C)S(C)(=O)=O)cc2)c1
.	-11	6	.	.	-3	.	.	-2	O=C(CCN1C(=O)/C(=C/c2cccc(Br)c2)SC1=S)NNC(=O)c1cccnc1
-2	-8	1	20	11	-17	-13	89	2	COc1cccc(C(=O)Nc2cc(=O)n(C)c(=O)n2C)c1OC
15	-9	-6	23	22	-98	-8	76	17	Cc1nc(Nc2cccc(C(F)(F)F)c2)nc2c1C(=O)CC(C)C2 (stereo not drawn)
1	-10	-3	.	.	-8	-20	.	4	O=C(NNC(=O)c1cccc2ccccc12)c1ccco1
3	6	-3	3[fluorescence artefact?]	-2[fluorescence artefact?]	-13	0	109	-2	Cc1cc(=O)[nH]c(SCC2(O)C3CC4CC(C3)CC2C4)n1 (stereo not drawn)
13	9	0	-7[fluorescence artefact?]	-2[fluorescence artefact?]	-1	-12	107[fluorescence artefact?]	1	Cc1sc(NC(=O)c2ccco2)c(C(c2ccncc2)N2CCOCC2)c1C (stereo not drawn)
7	30	3	.	.	-10	-2	.	2	COc1cc(CC(=O)NCc2ccco2)cc(OC)c1OC
.	-3	-2	.	.	-12	.	.	8	O=C(CCc1ccccc1)n1nc(-c2ccccc2)nc1NCc1ccco1
-2	9	0	-2	-1	-14	4	107	3	Cc1ccc(S(=O)(=O)NCCNC(=O)N2CCOCC2)cc1
-1	4	2	4[fluorescence artefact?]	3	3	-8	89	-3	Cc1c(NS(=O)(=O)c2cccc(C(=O)NCc3ccccc3)c2)c(=O)n(-c2ccccc2)n1C
3	27	1	3	-4[fluorescence artefact?]	-3	-7	120	11	COCc1cc(C)nc2sc(C(=O)Nc3nccs3)c(N)c12
-4	-8	0	-28	-16	-8	8	115	13	Cc1cc(OC(=O)N2CCCCC2)cc(C)c1Cl
.	9	0	-19	-6	-2	.	99	6	COc1ccc2nc(NCCCO)[nH]c2c1
5	0	-3	.	.	-2	10	.	2	COc1ccccc1-c1cc(C(F)(F)F)nc(S(=O)(=O)CCCC(=O)NC(C)C)n1
1	-5	-1	.	.	-19	0	.	5	COc1ccccc1Oc1ccc2c(c1)C(=O)N(c1ccc(C)cc1)C2=O
-2	-21	0	-21	-14	-13	-8	106[fluorescence artefact?]	13	CC(C)(C)NC(=O)Nc1ccccc1C(N)=O
.	-5	3	.	.	-8	.	.	1	Cc1ccc(C(C(=O)NCc2ccco2)N(C(=O)CNC(=O)c2cccs2)c2ccc(C)cc2C)cc1 (stereo not drawn)
-6	1	1	.	.	-13	-2	.	3	CCn1c(/C=C2\C(=O)N(C)c3ccccc32)nc2ccccc2c1=O
15	-12	2	.	.	-17	20	.	5	CCOC(=O)c1c(C)[nH]c(C(=O)OCC(=O)Nc2ccc(OC)c(Cl)c2)c1C
4	-11	-2	8[fluorescence artefact?]	16	-7	0	128	8	O=C(NCCCn1ccnc1)c1cc2c(s1)CCCCC2
18	4	9	21	8	-7	-11	92[fluorescence artefact?]	6	O=c1oc2ccc(Br)cc2cc1-c1nc2ccccc2o1
-2	10	0	-3	-4	-5	10	92	5	COc1ccc(C(=O)c2oc3ccc(Br)cc3c2NC(C)=O)cc1
-4	.	.	-3	-4	.	-4	95	.	CC1(C)CC(=O)C2=C(C1)NC(=O)CC2c1ccc(N(CCC#N)CCC#N)cc1 (stereo not drawn)
-3	.	.	6	-1	.	-8	108	.	O=C(Nc1ccc2c(c1)OCO2)C1CCCN1C(=O)OCc1ccccc1 (stereo not drawn)
